High-throughput results (PubChem)
ERG Ets-DNA blk – ERG Ets/DNA interaction inhibition; Potency, µM (series often up to 76.9 µM), without a hit: at the top dose FP activity, negative = inhibition, most hits filed as inhibitors; fluorescence polarization, His-ERG Ets domain / labelled DNA; AID 624246; 370,000 tested, 0.028% active; P11308; active = well fitted inhibition curve with a large enough effect in the polarisation, with a control signal flat; inconclusive = small, poorly fitted or top-dose-only effect, or effect the other way, or a change in a side signal; inactive = no such curve, though single readings can be large or run the other way; the % refers to the polarisation;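 also: polarization taken with two DNA probes labelled with fluorescein and Texas red; potency is read from the fitted curve at half-maximal effect; % of control where 0% means no effect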
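His-tagged ERG Ets domain (1 uM in the protein solution; 300mM KCl, 50mM Tris-HCl, 1mM EDTA, 1mM DTT, pH 7.5) received compound, then a probe mix of 5 nM fluorescein-DNA and 100nM Texas-615-DNA. Fluorescence polarization was read for both dyes.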
Pol iota inh – inhibitors of human DNA polymerase iota | Q9UNA4 | Pol iota fluorescent replication assay, 10 min | Potency, µM (highest dose often 115 µM), for inactives: at the top dose activity, negative = inhibition, usual class: inhibitors | 390,000 tested, 1% active | AID 588590; also: potency is read from the fitted curve at half-maximal effect
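Pol iota at 10 nM preincubated 15 min with compounds at room temperature; reaction started with fluorescent substrate, 50 nM final. Fluorescence read kinetically at 0 and 10 min; buffer-only wells as negative control.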
POLB inh – inhibitors of human DNA polymerase beta; P06746; Pol beta primer extension/strand displacement, fluorescence kinetic; Potency, µM (titrated, usually from 114 µM), without a hit: top-dose activity change, negative = inhibition, actives largely listed as inhibitors; 340,000 tested, 1.3% active; AID 485314; also: potency is read from the fitted curve at half-maximal effect; % is scaled to controls: 0 for no effect and ±100 for the full control effect
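Values derive from four-parameter Hill fits of normalized kinetic data: reads at 0 and 10 min following addition of 50 nM substrate to 10 nM Pol beta preincubated 15 min with compound.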
APEX1 inh – blocks human APE1 abasic DNA cleavage; Potency, µM (highest dose often 65.8 µM), for inactives: at the top dose activity change, negative = inhibition, actives largely listed as inhibitors; 350,000 tested, 0.35% active; P27695; recombinant APE1, TAMRA/BHQ-2 abasic DNA cleavage fluorescence;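 also: potency is read from the fitted curve at half-maximal effect; plate controls were vehicle for no effect and reference inhibitor for full effect; nearly all actives have a fitted effect of over 55% in size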
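Endonuclease cleavage of a quenched abasic-site DNA duplex (50 nM) by APE1 (0.75 nM) was tracked by TAMRA dequenching. Compounds were preincubated with enzyme 15 min at room temperature; data normalized to buffer-only and DMSO wells plus NSC13755 control.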
TRHR ag – agonists of human TRH receptor | TRHR cells, calcium flux fluo-8, FDSS agonist mode | activation, % at 2 µM | 360,000 tested, 0.18% active; in the data active = activation above about 30%; also: 0% is about no effect
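TRHR-expressing cells loaded with fluo-8 calcium dye; 23 nL library compound pin-transferred, kinetic FDSS fluorescence (Ex 480/Em 530) recorded about 180 s for agonist-induced calcium release, before a 10 nM TRH EC20 addition for potentiator mode.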
Pol kappa inh – inhibitors of human DNA polymerase kappa; Q9UBT6; purified Pol kappa, fluorescent DNA synthesis assay, 10 min; Potency, µM (doses to about 107 µM), without a hit: at the highest dose activity, negative = inhibition, most hits filed as inhibitors; 400,000 tested, 0.53% active; also: potency is read from the fitted curve at half-maximal effect; % is scaled to controls: 0 for no effect and ±100 for the full control effect
Target sequence (Q9UBT6 whole entry, looked up): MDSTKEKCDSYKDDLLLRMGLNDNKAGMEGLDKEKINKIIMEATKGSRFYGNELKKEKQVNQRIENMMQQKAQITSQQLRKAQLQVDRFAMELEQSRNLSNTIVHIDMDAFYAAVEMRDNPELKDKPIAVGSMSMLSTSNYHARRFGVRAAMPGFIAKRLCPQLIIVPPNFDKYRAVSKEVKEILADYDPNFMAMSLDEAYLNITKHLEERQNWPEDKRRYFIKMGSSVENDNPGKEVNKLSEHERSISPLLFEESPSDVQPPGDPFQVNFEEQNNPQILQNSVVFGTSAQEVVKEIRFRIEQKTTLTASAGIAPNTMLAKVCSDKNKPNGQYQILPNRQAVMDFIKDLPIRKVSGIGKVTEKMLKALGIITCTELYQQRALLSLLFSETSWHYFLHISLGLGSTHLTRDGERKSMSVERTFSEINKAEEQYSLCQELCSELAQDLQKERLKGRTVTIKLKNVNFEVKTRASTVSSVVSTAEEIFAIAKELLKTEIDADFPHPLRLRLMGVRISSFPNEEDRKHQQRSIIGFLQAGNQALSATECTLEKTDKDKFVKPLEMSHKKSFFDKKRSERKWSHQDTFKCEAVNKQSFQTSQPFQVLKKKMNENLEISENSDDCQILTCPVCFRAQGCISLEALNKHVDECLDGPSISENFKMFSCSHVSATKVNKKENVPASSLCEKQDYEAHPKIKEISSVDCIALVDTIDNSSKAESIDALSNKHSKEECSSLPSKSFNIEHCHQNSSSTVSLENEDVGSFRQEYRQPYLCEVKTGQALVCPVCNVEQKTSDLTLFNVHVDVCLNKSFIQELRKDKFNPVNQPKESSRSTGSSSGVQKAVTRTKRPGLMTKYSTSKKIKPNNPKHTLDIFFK
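Inhibition of 10 nM Pol kappa is measured by a fluorescent read-out at 0 and 10 min following addition of 50 nM substrate (final), with a 15-min room-temperature compound preincubation.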
BLM inh – Bloom syndrome helicase (human) inhibition | P54132 | recombinant BLM DNA unwinding, fluorescence dequenching | Potency, µM (doses to about 56.1 µM), for the others: at the highest dose activity change, negative = inhibition, most hits filed as inhibitors | 350,000 tested, 0.2% active;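 also: potency is read from the fitted curve at half-maximal effect; plate controls were vehicle for no effect and no enzyme for full effect; nearly all actives have a fitted effect of over 35% in size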
Anesthetic bind – candidate novel general anesthetic via apoferritin binding; P02791; apoferritin/1-aminoanthracene competitive binding, fluorescence; Potency, µM (doses to about 77.5 µM), without a hit: at the top dose activity change, negative = displacement, usual class: inhibitors; AID 485281; 350,000 tested, 0.074% active; also: potency is read from the fitted curve at half-maximal effect; % is scaled to controls: 0 for no effect and ±100 for the full control effect; nearly all actives have a fitted effect of over 20% in size
Target sequence (P02791 2-175 limits assumed): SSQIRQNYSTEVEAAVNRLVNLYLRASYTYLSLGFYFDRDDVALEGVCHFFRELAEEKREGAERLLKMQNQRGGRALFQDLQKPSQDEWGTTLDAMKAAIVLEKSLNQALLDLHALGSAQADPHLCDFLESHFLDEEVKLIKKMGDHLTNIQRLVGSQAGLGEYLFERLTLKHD
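Horse-spleen apoferritin (10 uM) in 50% saturated 1-aminoanthracene in PBS was incubated 10 min at room temperature with compound. Fluorescence (ex 380, em 535 nm) was normalized to free and bound 1-AMA, with concentration-response fitted by a four-parameter Hill equation.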
12-LOX inh – inhibitors of human 12S-lipoxygenase ALOX12; purified 12hLO, xylenol orange hydroperoxide absorbance; Potency, µM (series often up to 108 µM), inactives show top-dose activity change, negative = inhibition, actives largely listed as inhibitors; 580,000 tested, 1.1% active; also: potency is read from the fitted curve at half-maximal effect; % is scaled to controls: 0 for no effect and ±100 for the full control effect
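Hydroperoxide product was detected by ferrous iron/xylenol orange as the 573 to 405 nm absorbance ratio. Arachidonic acid at 40 uM (final) was turned over for 30 min at room temperature by 150 nM human 12hLO, pH 7.0 Hepes buffer, after 15 min compound preincubation.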
* marks the source's active call; other numbers are inactive results; i = inactive; ? = inconclusive; / = not tested or not shown; [ ] = remark or other dose. Unless noted, calls follow the shape of the dose curve; as a rule, active = well fitted curve in the direction sought with a large enough effect; inconclusive = small, poorly fitted or top-dose-only effect, or another doubt; inactive = no such curve, though single readings can be large; an effect the other way counts as inactive or inconclusive. These rows are one share of the data; count on the stated rates, not on these rows.

SMILES | ERG Ets-DNA blk | Pol iota inh | POLB inh | APEX1 inh | TRHR ag | Pol kappa inh | BLM inh | Anesthetic bind | 12-LOX inh
Cc1ccc2oc(C(=O)Nc3sc4c(c3C(=O)NCc3ccccc3)CCCC4)cc(=O)c2c1 | 0% | -2% | 1% | / | 0.0 | 0% | -3% | 2% | -26%
CCN(CC)CCCNC(=O)c1cc(Cl)c(NC(=O)C2=C(C)OCCS2)cc1OC | -1% | -18% | -3% | 3% | 0.8 | -10% | -13% | -7% | -13%
COC(=O)c1ccc(NC(=O)CN(c2ccc3c(c2)OCO3)S(C)(=O)=O)cc1 | -2% | 5% | 3% | -6% | -0.5 | -5% | -6% | -4% | 14%
Cc1cccc(Cn2nc(C)n3c(cc4cc(C)ccc43)c2=O)c1 | 0% | 15% | 14% | / | 1.2 | 0% | -3% | -6% | 2%
Cc1ccc(C)c(NS(=O)(=O)c2cc(C(=O)NCCSC3CCCCC3)ccc2C)c1 | -6% | -28% | 18% | 6% | 0.0 | -10% | -14% | -5% | -29%[57.4 µM]
COc1cc(/C=C/C(=O)O)cc(S(=O)(=O)Nc2ccc3c(c2)OCO3)c1OC | 7% | 50%[activator] | 16% | 0% | 0.0 | 14% | -2% | -4% | 2%
Cc1nn(-c2ccccc2)c(C)c1NC(=O)COc1ccc([N+](=O)[O-])cc1 | -10% | 71%[activator] | / | 0% | 0.0 | -3% | / | / | -30%
CCc1ccc(S(=O)(=O)c2nnn3c2nc(N(CC)Cc2ccccc2)c2cc(Cl)ccc23)cc1 | 0% | 29% | 1% | / | 0.3 | -11% | -7% | 47%[activator] | 4%
C=CCN(c1ccccc1)S(=O)(=O)c1cccc(C(=O)NC2CCC(O)CC2)c1 (configuration not stated) | 0% | -8% | / | 7% | -0.2 | -5% | / | / | -27%
CC(=O)OCC(=O)C1CCC2C3CCC4=CC(=O)C=CC4(C)C3CCC12C (configuration not stated) | 4% | 7% | / | / | / | -4% | / | / | -23%
CC1(C)CC(=O)C(CC(=O)Nc2cc(C(F)(F)F)ccc2Cl)C(=O)C1 | 12% | 28% | -2% | -8% | 0.0 | 0% | 0% | -4% | -7%
N=C1C(=O)OCC1c1ccccc1NC(=O)c1ccc(F)cc1 (configuration not stated) | / | -18% | ? | 0% | 0.2 | -4% | -4% | -5% | 12%
CN1CCN(CC(=O)Nc2ccc(Cl)cc2Cl)CC1 | / | -3% | ? | 2% | 1.3 | -4% | -5% | -1% | 2%
CC1CCCCN1Cc1c(O)ccc2c(=O)c(-c3ccc(Br)cc3)coc12 (configuration not stated) | -1% | 6% | 1% | -2% | -0.6 | -9% | 2% | -5% | -21%
O=C(Nc1cccc([N+](=O)[O-])c1)C1CC(=O)N(C2CCCCC2)C1 (configuration not stated) | 0% | 117%[activator] | 0% | 10% | 1.5 | -9% | -6% | -20% | -7%
CC(OC(=O)C1CCN(c2ccc(C(F)(F)F)cn2)CC1)C(=O)Nc1ccc(S(N)(=O)=O)cc1 (configuration not stated) | 1% | 1% | 4% | -3% | -1.1 | -11% | -12% | ? | -2%
O=C(O)CCCNC(=O)CCCNC(=O)C(c1ccccc1)c1ccccc1 | 4% | 0% | 47% | 8% | 0.9 | 4% | 2% | -6% | ?
O=C(/C=C/c1ccccc1Cl)c1ccccc(=O)c1O | 5% | 28µM* | 45µM* | 4% | 0.7 | -22% | -19% | ? | ?
CSc1ccccc1C(=O)NC1CCCN(Cc2ccccc2F)C1 (configuration not stated) | 6% | 19% | 45%[activator] | -4% | 0.1 | 3% | -2% | -11% | ?
O=S(=O)(c1ccc(-n2cnnn2)cc1)N1CCNCC1 | -19% | ? | 1% | 7% | 1.2 | 7% | 3% | 0% | 2%
O=C(CN1C(=O)NC2(CCCc3ccccc32)C1=O)NCc1ccc(Cl)cc1Cl (configuration not stated) | 4% | 17% | 0% | 11% | -0.1 | -5% | -5% | ? | ?
CCOc1ccc(C(=O)CCC(=O)Nc2ccccc2C)cc1 | -4% | -10% | 27% | 19% | -0.6 | 6% | -1% | -10% | 19%
CCCCn1c(N)c(N(CCC(C)C)C(=O)C2CC(=O)N(CCc3ccc(OC)c(OC)c3)C2)c(=O)[nH]c1=O (configuration not stated) | 3% | 16% | / | 32%[activator] | 0.1 | -12% | / | / | -37%
CC(C(=O)N(C)Cc1ccccc1)N1CCN(C/C=C/c2ccccc2)CC1 (configuration not stated) | 5% | 27% | 0% | -1% | -0.2 | 4% | -3% | -10% | -29%
COC(=O)C1C2CC(=O)C(C2)C1C(=O)OC (configuration not stated) | -2% | 11% | / | / | / | 2% | / | / | 9%
CC1CC(NS(=O)(=O)c2cc3c4c(c2)CCN4C(=O)CC3)CC(C)(C)C1 (configuration not stated) | -4% | -11% | / | 39% | 0.3 | -3% | / | / | -21%
Cc1ccc(Nc2c(F)c(F)c(F)c(F)c2C(=O)O)cc1 | 17% | -1% | -12% | 15% | 4.4 | -4% | -1% | -10% | 6%
C[C@@]12C(=O)Nc3cc(F)c(F)cc3C(=O)N1[C@H]1c3cc(Cl)ccc3OC[C@@H]1[C@@H]2c1ccccc1 | -2% | 13% | / | -21% | / | -3% | / | / | /
CN(C)CCCN(C(=O)C1=COCCO1)c1nc2ccc(Br)cc2s1 | -16% | -24% | 35% | 28% | 1.4 | 8% | 4% | -10% | ?
COC(=O)c1sc(N)c(C(=O)OC)c1CSc1nnc(-c2ccccc2Cl)n1C | -8% | 7% | 9% | 1% | 0.2 | -9% | 0% | -19% | -5%
O=C(Sc1cccc2cccnc12)c1ccccc1Br | / | / | 6% | 5% | -0.7 | / | -4% | -19% | ?
O=C(COc1ccccc1/C=C1\SC(=S)NC1=O)Nc1ccc(F)cc1 | 15% | ? | / | 49%[activator] | / | -17% | / | / | 3%
Cc1ccc(-c2cc(C(=O)Nc3c(C)n(C)n(-c4ccccc4)c3=O)c3ccccc3n2)cc1 | -6% | 64%[activator] | / | 27% | / | -11% | / | / | 0%
CCS(=O)(=O)c1nc(S(=O)(=O)c2ccc(Cl)cc2)c(NCc2ccc(Cl)cc2)s1 | 5% | -23% | 31% | / | 0.5 | -3% | -4% | -13% | -16%
Fc1ccc(-c2noc3ncnc(N4CCCCC4)c23)cc1 | 4% | -29% | -5% | / | -0.9 | -30% | -4% | 51%[activator] | 1%
O=C(O)c1cccc(Nc2ncnc3sccc23)c1 | -3% | 36%[activator] | 1% | 1% | -0.3 | -12% | -1% | 0% | -19%

The list goes on; it opens with the three that closed the last part.
SMILES | ERG Ets-DNA blk | Pol iota inh | POLB inh | APEX1 inh | TRHR ag | Pol kappa inh | BLM inh | Anesthetic bind | 12-LOX inh
CCS(=O)(=O)c1nc(S(=O)(=O)c2ccc(Cl)cc2)c(NCc2ccc(Cl)cc2)s1 | 5% | -23% | 31% | / | 0.5 | -3% | -4% | -13% | -16%
Fc1ccc(-c2noc3ncnc(N4CCCCC4)c23)cc1 | 4% | -29% | -5% | / | -0.9 | -30% | -4% | 51%[activator] | 1%
O=C(O)c1cccc(Nc2ncnc3sccc23)c1 | -3% | 36%[activator] | 1% | 1% | -0.3 | -12% | -1% | 0% | -19%
CC(C)(C)c1ccc2c(c1)OC(C(=O)N/N=C\c1ccccn1)CO2 (configuration not stated) | 4% | -13% | 21% | 2% | 1.3 | -20% | -3% | -23% | 28%
CC1CN(S(=O)(=O)c2ccc(NC(=O)CCCN3C(=O)c4ccccc4C3=O)cc2)CC(C)O1 (configuration not stated) | 6% | 5% | 1% | 1% | -0.1 | -4% | -8% | -4% | 13%
COc1ccc(CCNC(=O)CN(c2cc([N+](=O)[O-])ccc2OC)S(C)(=O)=O)cc1OC | -2% | 83%[activator] | 11% | 18% | 0.8 | -3% | 3% | -1% | -34%
C/C(CCC1CC(C)OC1=O)=N\NC(N)=O (configuration not stated) | 4% | 91%[activator] | -1% | 7% | 0.8 | -3% | -1% | 0% | 157%[activator]
COCC(=O)Nc1ccc(N(C)C)cc1 | -1% | 2% | 10% | -11% | -0.1 | -8% | -4% | -5% | 3%
Cc1cccc(N(CC(=O)NCCSCc2ccco2)S(=O)(=O)c2ccccc2)c1 | 0% | ? | ? | -10% | -1.1 | -26% | -8% | -17% | 0%
O=c1ccncn1C1OC(CO)C(O)C1O (configuration not stated) | 13% | -4% | / | / | / | -12% | / | / | 13%
COc1ccc(C)cc1NS(=O)(=O)c1ccc(Cl)nc1 | -1% | -21% | / | 4% | -0.3 | 4% | / | / | -3%
N/C(=N\OC(=O)CCCc1ccccc1)c1ccc(Br)cc1 | 15% | 8% | 19% | 26% | 0.0 | -3% | -2% | -18% | i
COc1ccc(C)cc1NC(=O)c1sc2ncnc(N3CCN(c4ccccn4)CC3)c2c1C | 8% | 49%[activator] | ? | -13% | 0.0 | 5% | -7% | -6% | 0%
COc1ccc(/C(C)=N/N2CCCCC2)c(O)c1 | -5% | 30% | 19% | 45%[activator] | -0.6 | 7% | -3% | 10% | -6%
O=C(Cc1noc2ccccc12)NNC(=S)Nc1ccc(Cl)cc1 | -7% | 92%[activator] | 1% | -8% | -0.3 | -5% | -8% | 136%[activator] | 41%[activator]
Cc1cc(C)c(OCCN(C)C)c(Cl)c1 | 11% | 154%[activator] | 15% | -3% | -0.4 | 3% | 2% | -5% | ?
O=C(Nc1ccc(N2CCCC2)c(Cl)c1)c1cccs1 | 2% | 83%[activator] | -2% | ? | 0.3 | -8% | -1% | ? | 6%
O=C(Nc1ccc(Cl)cc1F)c1ccccc1Br | -1% | / | 6% | 1% | -0.5 | -13% | -4% | -7% | 4%
COc1ccccc1C(=O)N1CCc2ccccc21 | -5% | 1% | 2% | 2% | -0.8 | -6% | 0% | ? | -20%
